High-throughput results deposited in PubChem BioAssay by several laboratories.
14-3-3 Bad PPI: inhibitors of 14-3-3 zeta/Bad binding, primary screen, biochemical, TR-FRET, bovine 14-3-3 zeta | 14-3-3 protein zeta/delta (Bos taurus), P63103 | TR-FRET 14-3-3zeta/Dy647-pBad peptide displacement, 1 h | inhibition, % at 21.7 µM | 0.71% of 220,000 active;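 active = inhibition above about 70%, limit read from the data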;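 note: 0% = full 14-3-3 plus peptide FRET controls and 100% = background without 14-3-3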
KLK5 inh: human KLK5 protease inhibitors, primary screen, biochemical, 1536-well | Kallikrein-5 (Homo sapiens), Q9Y337 | recombinant hK5, fluorogenic AMC substrate cleavage | inhibition, % at 5 µM | 0.59% of 210,000 active;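 active = inhibition of 40% or more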;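 note: 0% = enzyme controls without compound and 100% = no-enzyme blanks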
Target sequence (Q9Y337 67-293 limits assumed): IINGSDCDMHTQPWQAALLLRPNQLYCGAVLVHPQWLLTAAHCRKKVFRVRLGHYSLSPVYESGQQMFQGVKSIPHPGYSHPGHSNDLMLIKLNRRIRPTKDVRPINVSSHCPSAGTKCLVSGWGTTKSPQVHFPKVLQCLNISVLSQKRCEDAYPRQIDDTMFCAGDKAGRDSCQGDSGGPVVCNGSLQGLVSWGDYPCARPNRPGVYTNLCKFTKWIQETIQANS
eIF4E 4G PPI: eIF4E–eIF4G protein interaction inhibitors, primary screen, biochemical, uHTS, TR-FRET, eIF4GI fragment; Eukaryotic translation initiation factor 4E (Mus musculus) + Eukaryotic translation …; TR-FRET eIF4E-eIF4GI(517-606) binding, 2 h; 0.37% of 220,000 active; inhibition, % at 21.7 µM; AID 782, 2007;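 active = inhibition above about 30%, limit read from the data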;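 note: 0% = full FRET control wells and 100% = background wells lacking eIF4GI fragment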
FXIa inh: human FXIa protease inhibitors, primary screen, biochemical, 1536-well; AID 798, 2007; inhibition, % at 5 µM; Coagulation factor XI (Homo sapiens), P03951; purified FXIa, Boc-Glu-Ala-Arg-AMC fluorogenic substrate; 0.14% of 220,000 active;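 active = inhibition of at least 40%; inactive = inhibition below 40%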;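 note: fluorescence of freed AMC excited at 355 nm; 0% = enzyme without compound and 100% = no enzyme blank; many of its hits are not listed in these tables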
p97 ATPase inh: inhibitors of human p97 ATPase, primary screen, biochemical; Transitional endoplasmic reticulum ATPase (Homo sapiens), P55072; recombinant p97 ATPase, Kinase-Glo ATP luminescence, 3 h; inhibition, % at 8 µM; 0.42% of 220,000 active; AID 1481, 2009; in the data active = inhibition above about 15%;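 note: 0% = DMSO vehicle and 100% = wells lacking enzyme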
Target sequence (P55072 whole entry, looked up): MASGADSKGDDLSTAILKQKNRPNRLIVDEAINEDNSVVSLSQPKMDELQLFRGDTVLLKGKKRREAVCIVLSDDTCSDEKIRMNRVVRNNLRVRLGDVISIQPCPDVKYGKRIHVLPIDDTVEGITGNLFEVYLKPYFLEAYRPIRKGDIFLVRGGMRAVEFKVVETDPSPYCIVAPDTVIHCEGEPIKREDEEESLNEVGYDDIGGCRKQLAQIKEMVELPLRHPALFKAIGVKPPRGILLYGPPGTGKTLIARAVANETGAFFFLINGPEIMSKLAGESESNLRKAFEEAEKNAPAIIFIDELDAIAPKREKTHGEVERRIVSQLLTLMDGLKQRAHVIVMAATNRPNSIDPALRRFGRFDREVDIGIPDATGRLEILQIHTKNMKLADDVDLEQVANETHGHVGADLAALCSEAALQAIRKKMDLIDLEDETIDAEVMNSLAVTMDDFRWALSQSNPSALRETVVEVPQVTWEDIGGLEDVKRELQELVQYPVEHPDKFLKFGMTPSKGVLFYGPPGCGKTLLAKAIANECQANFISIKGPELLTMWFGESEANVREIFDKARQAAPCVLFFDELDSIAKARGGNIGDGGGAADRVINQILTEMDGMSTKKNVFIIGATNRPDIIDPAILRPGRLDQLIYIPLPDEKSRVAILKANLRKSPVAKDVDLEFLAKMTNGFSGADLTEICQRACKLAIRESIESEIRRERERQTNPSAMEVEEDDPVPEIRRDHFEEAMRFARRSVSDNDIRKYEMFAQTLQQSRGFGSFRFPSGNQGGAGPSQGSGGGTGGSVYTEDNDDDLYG
Wee1 degr inh: Wee1 degradation inhibitors, primary screen, cell-based, HeLa, Wee1K328M-luciferase, luminescence. reporter increase, % at 5 µM. Wee1-like protein kinase (Homo sapiens), P30291. HeLa Luc-Wee1K328M stability; 100% = proteasome inhibitor MG132 effect. AID 1321, 2008. 1.2% of 220,000 active;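 active = activation above the mean of all tested compounds plus 3 SD, set per screening run, cut at about 8.8% in these data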;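 note: cells exposed to compound for 20 h before luminescence read; 0% = DMSO alone and 100% = MG132 at 30 µM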
FXIIa inh 1536: human FXIIa protease inhibitors, primary screen, biochemical, 1536-well. Coagulation factor XII (Homo sapiens), P00748. purified FXIIa, Boc-QGR-AMC fluorogenic substrate, 2 h. inhibition, % at 5 µM. 0.3% of 220,000 active. AID 800, 2007; in the data active = inhibition above about 40%;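 note: 0% = enzyme with no compound and 100% = blank without enzyme; many of its hits are not listed in these tables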
Rad51 HR inh: human RAD51 strand exchange inhibitors, primary screen, biochemical, fluorescence. DNA repair protein RAD51 homolog 1 (Homo sapiens), Q06609. inhibition, % at 10 µM. 0.085% of 200,000 active. hRad51 DNA strand exchange, fluorescence dequenching;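 active = inhibition above 40% at the single screening dose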;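 note: 0% = DMSO control wells and 100% = blanks with heterologous ssDNA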
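Test system: preformed human Rad51 ssDNA filaments. Compound dosing: single dose, 10 µM final compound. Incubation: filaments 15 min 37 °C, then compound 30 min. Technique: FRET fluorescence dequenching, excitation 485 nm, emission 520 nm. Read-out basis: percent inhibition from fluorescence, normalised to plate control and blank means. Benchmarks: plate controls and plate blanks.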
Mdm2 ligase inh: MDM2-luciferase reporter signal enhancers, primary screen, MDM2 E3 ligase inhibitor project, cell-based, luminescence, 1536-well. AID 1230, 2008. 0.11% of 210,000 active. signal enhancement, % at 5 µM. cell-based MDM2 ubiquitination luciferase reporter, 2 h; 0 = plate control, 100 = twice control, blank-subtracted;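 active = signal enhancement of 30% or more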;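 note: luminescence tracks abundance of the self-degrading MDM2-luciferase fusion protein; higher signal means inhibition of MDM2 E3 ligase activity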
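Assay system: stable mammalian line carrying autodegrading MDM2–luciferase fusion reporter; amount: 2000 cells seeded into each well; buffer or medium: DMEM; benchmarks: plate control and blank wells; signal: luciferase luminescence; timing: 2 h compound exposure at 37 °C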
Numbers without * were called inactive; x = no result given; [ ] = remark or other dose.

SMILES	14-3-3 Bad PPI	KLK5 inh	eIF4E 4G PPI	FXIa inh	p97 ATPase inh	Wee1 degr inh	FXIIa inh 1536	Rad51 HR inh	Mdm2 ligase inh
COc1ccc(C2CC(c3ccc4ccccc4c3)=NN2C(=O)CN2CCC(C(N)=O)CC2)cc1 (configuration not stated)	9.8	-5.3	-0.1	-4.4	0.4	0.5	1.3	4.7	-0.6
CC(C)(C)c1ccc(C(=O)Nn2c(CCC(=O)O)ccc2-c2cccs2)cc1	-1.5	-31.0	1.2	20.3	2.9	2.3	18.4	8.7	-6.9
CC(C)[C@H](NC(=O)c1ccccc1)C(=O)OCC(=O)N1CCN(C(=O)c2ccco2)CC1	-8.6	-7.8	1.6	-0.4	5.5	2.9	-1.6	2.6	-5.1
N/C(=N\OC(=O)c1cccc(Cn2cc(C(F)(F)F)ccc2=O)c1)c1ccc(Cl)cc1	-8.2	51.8*	-3.1	35.2	-7.7	-0.2	33.9	-2.3	-12.3
CCN(CC)S(=O)(=O)c1cccc(NC(=O)c2cncc(Br)c2)c1	-9.2	31.7	4.2	27.9	-7.7	-2.3	22.1	-24.1	-89.2
CC12CCC(C(=O)N3CCC(Cc4ccccc4)CC3)(C(=O)C1=O)C2(C)C (configuration not stated)	-7.4	-6.8	3.0	6.6	1.3	-1.2	2.5	-5.3	-19.9
COC(=O)CSc1nnc(-c2ccc(S(=O)(=O)NCc3cccs3)cc2)o1	3.8	2.0	2.4	5.8	-5.7	1.3	12.8	-2.7	-4.3
Cc1cccn2c(=O)c(/C=C(\C#N)S(=O)(=O)c3ccccc3)c(N3CCN(C)CC3)nc12	-3.4	4.1	-2.5	-7.0	0.6	-0.1	16.1	8.6	-21.5
CCSC1=NCCN1S(=O)(=O)c1ccc(NC(C)=O)cc1	-4.1	0.6	0.0	-3.7	1.5	8.2	11.6	-0.4	1.9
Cc1ccc(Cn2c(-c3nonc3N)nc3ccccc32)cc1	-6.2	-12.2	0.3[fluorescence artefact?]	2.1	-2.2	-1.0	14.0	0.9	-11.3
CCOC(=O)C1=C(c2ccccc2)NC(SCC(N)=O)=C(C#N)C1c1cccnc1 (configuration not stated)	4.2	-5.0	1.2	4.9	-3.4	-1.8	16.8	-0.1	-6.6
CC(OCC(O)CN(C)Cc1nc2ccccc2c(=O)[nH]1)c1ccc(Cl)cc1 (configuration not stated)	-11.9	-0.5	6.4	-0.5	0.0	-1.6	2.9	1.9	-16.8
Cc1ccc(S(=O)(=O)N2CCCSCC2)cc1	0.2	-11.3	3.4	-0.1	3.7	1.6	-7.6	12.4	-11.6
Nc1ccc(C(=O)Nc2ccc3nc(-c4cccnc4)[nH]c3c2)cc1	-1.3[fluorescence artefact?]	3.7	1.4[fluorescence artefact?]	-2.0	5.4	-1.3	1.8	x	-30.1
Cn1c(=O)c2cc(S(=O)(=O)NCCC(=O)Nc3ccc(Cl)cc3)ccc2n(C)c1=O	-3.4	9.6	-0.9	2.6	4.0	-1.7	15.3	7.1	-9.8
O=C(CN(C(=O)CCC(=O)Nc1ccccn1)c1ccc2c(c1)OCO2)NCc1ccco1	3.9[fluorescence artefact?]	5.8	3.9[fluorescence artefact?]	1.3	3.2	-0.2	13.6	-4.4	12.9
CCn1c(SCC(=O)Nc2cc(C)on2)nnc1-c1ccncc1	-6.2	-10.0	0.0	-1.1	-1.7	0.7	6.2	7.4	-21.7
O=C1c2cccc3cccc(c23)C(=O)N1CCCc1n[nH]c(=S)n1-c1ccccc1	-14.6	-7.2	-3.6	-3.8	1.7	2.6	4.0	11.6	-6.1
O=C1N/C(=N/c2ccccn2)SC1Cc1ccccc1 (configuration not stated)	-1.7[fluorescence artefact?]	2.9	2.8[fluorescence artefact?]	-1.9	3.2	1.7	7.9	0.1	-9.9
Cc1nn(Cc2ccc(F)cc2)c2sc(C(=O)Nc3ccccc3N3CCOCC3)cc12	25.2	0.5	2.9	-6.0	-6.6	1.3	0.7	x	-10.8

Brought forward from above: 5 compounds, followed by the next part.
SMILES	14-3-3 Bad PPI	KLK5 inh	eIF4E 4G PPI	FXIa inh	p97 ATPase inh	Wee1 degr inh	FXIIa inh 1536	Rad51 HR inh	Mdm2 ligase inh
O=C(CN(C(=O)CCC(=O)Nc1ccccn1)c1ccc2c(c1)OCO2)NCc1ccco1	3.9[fluorescence artefact?]	5.8	3.9[fluorescence artefact?]	1.3	3.2	-0.2	13.6	-4.4	12.9
CCn1c(SCC(=O)Nc2cc(C)on2)nnc1-c1ccncc1	-6.2	-10.0	0.0	-1.1	-1.7	0.7	6.2	7.4	-21.7
O=C1c2cccc3cccc(c23)C(=O)N1CCCc1n[nH]c(=S)n1-c1ccccc1	-14.6	-7.2	-3.6	-3.8	1.7	2.6	4.0	11.6	-6.1
O=C1N/C(=N/c2ccccn2)SC1Cc1ccccc1 (configuration not stated)	-1.7[fluorescence artefact?]	2.9	2.8[fluorescence artefact?]	-1.9	3.2	1.7	7.9	0.1	-9.9
Cc1nn(Cc2ccc(F)cc2)c2sc(C(=O)Nc3ccccc3N3CCOCC3)cc12	25.2	0.5	2.9	-6.0	-6.6	1.3	0.7	x	-10.8
COc1ccccc1N(CC(=O)N(c1ccccc1)C(C)C)S(=O)(=O)c1cccs1	1.7	0.6	3.0	0.5	-3.3	-2.4	4.5	-2.2	-10.9
CC1(C)CC(=O)C2=C(C1)OC(N)=C([N+](=O)[O-])C2c1ccc(C#N)s1 (configuration not stated)	-5.8	-3.2	3.5	-5.5	-2.0	-0.8	3.5	x	-5.9
Cc1ccc(C)c(-c2cc(C(=O)Nc3sc(C)c(C)c3C(N)=O)c3ccccc3n2)c1	-18.1	-6.1	1.3[fluorescence artefact?]	2.8	-8.0	-0.7	11.9	-6.7	2.5
Cc1ccc(S(=O)(=O)c2nc(Nc3nccs3)sc2Cl)cc1	-3.3	-38.3	-1.4	1.6	-1.6	-4.4	16.0	-15.5	-10.6
CCOC(=O)c1c(C)sc2c1N(C(=O)CN1CCOCC1)c1cc(Cl)ccc1S2	-8.4[fluorescence artefact?]	2.5	7.1	-2.0	-7.0	-1.7	15.1	-3.8	-3.2
O=C(O)c1cccc(Nc2cc(Cl)c3nonc3c2[N+](=O)[O-])c1	8.7	-5.2	1.8	-3.8	8.2	3.4	0.0	x	-13.1
CN(C)CCN1C(=O)c2oc3ccccc3c(=O)c2C1c1ccc(F)cc1 (configuration not stated)	-6.7	-33.1	-3.4	-8.6	1.7	-2.0	13.0	3.5	-4.0
C/C(=N\O)c1ccn(S(=O)(=O)c2ccc(Cl)cc2)c1	-15.6	0.8	-2.1	3.2	5.7	-1.1	9.1	-7.8	-6.8
COc1ccccc1CNc1ncnc2c1nnn2Cc1ccccc1	3.2	-22.9	13.1	-7.8	0.3	-3.9	12.1	1.3	-7.7
N#C/C(=C\c1ccccc1)C(=O)N(c1ccccn1)C1CCCCC1	-14.9	-9.5	1.3[fluorescence artefact?]	-0.9	0.3	0.7	2.1	-1.9	-4.2
CCc1ccc(NC(=S)N2CCN(c3cccc(OC)c3)CC2)cc1	-9.3	-0.7	0.2	0.0	7.5	4.1	5.2	-3.4	0.7
Cc1cc(C)n(C(=O)c2ccc(C)c(S(=O)(=O)N3CCCC3)c2)n1	0.5	1.0	-1.7	0.2	0.4	-2.5	12.4	6.2	-5.5
COC(=O)CSc1nnc(CCc2nc3ccccc3[nH]2)n1C	4.9	-13.1	0.5	9.6	-2.8	1.5	17.2	2.2	-0.6
CCOc1ccc(-c2[nH]ncc2-c2csc(C)n2)c(O)c1	4.1	-5.6	-4.2	-4.6	1.6	-3.0	0.6	4.2	-10.9
Cc1nc2c(-c3ccc(F)cc3)c(C)nn2c(C)c1CCC(=O)N1CCC(Cc2ccccc2)CC1	-0.5	-16.6	-1.7	-5.8	-5.4	0.6	4.5	-8.3	-11.8
CCC1=C(OC(=O)N(CC)CC)N2C(=O)OC(=NCC3CC3)[C@]2(C)[C@H]2C1=CC[C@H]1C(=O)NC(=O)[C@H]12	-4.1	3.1	-1.3	1.7	x	x	5.3	3.3	7.6
Cc1ccc(S(=O)(=O)N2CCN(CC(=O)N/N=C\c3cccnc3)CC2)cc1	2.9	41.3*	-5.8	10.8	-2.4	0.8	6.3	-5.3	-27.9
Cc1ccc(S(=O)(=O)N2CCN(C(=O)CN3CCCCC3)C2C(C)C)cc1 (configuration not stated)	15.0[fluorescence artefact?]	-6.6	2.4	-2.0	-0.4	-1.5	7.1	1.8	-2.1
COC(C[C@@H](O)C[C@H](O)COCc1ccccc1)OC	-1.8	-0.3	1.6	-0.7	x	x	7.0	-3.0	15.0
O=C(NCc1ccc2c(c1)OCO2)C1CCN(S(=O)(=O)N2CCOCC2)CC1	3.1	-11.3	6.8	8.2	1.7	0.6	11.1	x	-4.9
O=C(COc1ccc(S(=O)(=O)NC2CCCCC2)cc1)NC1CCCC1	4.3	17.0	0.7	14.5	-5.6	2.1	18.6	2.1	-20.2
O=C(COC(=O)c1ccc2c(c1)OCCO2)NCc1ccccc1	30.8	-2.6	10.7	5.6	1.5	-1.9	3.2	-3.8	0.7
CCCN(CCC)C(=O)C1CCCN1S(=O)(=O)c1cccc2nsnc12 (configuration not stated)	-3.8	-0.5	4.2	-1.9	-6.1	-0.4	6.2	x	-14.0
Nc1c(C(=O)NCc2ccccc2)sc2nc3c(cc12)C(=O)CCC3	4.0	1.8	-158.3[fluorescence artefact?]	-2.5	4.4	2.8	-3.4	9.2	-10.7
CC(C)=NOc1cc(NC(=O)CCl)cc([N+](=O)[O-])c1	-1.0	-11.7	1.7	4.7	-0.4	1.1	16.4	7.8	-72.5
CCOC(=O)/C(C(=O)Nc1ccc(Cl)cc1Cl)=C1/NC(C)(C)Cc2ccccc21	-16.0[fluorescence artefact?]	-20.7	-3.9[fluorescence artefact?]	5.3	1.5	1.1	8.2	0.4	-6.0
Cc1ccc(SCc2ccc(C(=O)N3CCCCC3)cc2)cc1	-1.8	0.7	1.1	2.5	-5.0	-2.1	10.0	-1.7	-14.4
CC(=O)Nc1ccc(-c2cc(NC(C)=O)n(-c3ccccc3)n2)cc1	13.7	-35.5	-6.2	-1.9	8.1	-2.0	-1.4	x	-10.6
Cc1ccc(OC(C)C(=O)N2CCCc3ccccc32)cc1 (configuration not stated)	-4.0	-18.1	-4.7[fluorescence artefact?]	-1.5	-4.2	-0.6	14.5	-4.4	-28.2
CN=C(Nc1cccc(Cl)c1)SC1CC(=O)N(c2ccc(OC)cc2)C1=O (configuration not stated)	-0.3	-2.7	4.8	-2.4	3.0	-4.1	3.1	1.9	-8.1
COc1ccc(C2N=C(N)N=C(N)N2c2ccccc2OC)cc1OC (configuration not stated)	-2.7	6.7	3.7	-2.4	-1.5	3.9	13.2	2.8	-5.2
